Screening results as filed in PubChem.
Rv3671c inh = Rv3671c serine protease inhibitors, primary screen, biochemical, fluorescence polarization, M. tuberculosis H37Rv; P9WHR9; inhibition, % at 5.96 µM; hit rate 0.048% among 320,000; AID 2606, 2010; in the data active = inhibition above about 38%;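 note: extracellular domain of Rv3671c used as enzyme; 0% = enzyme with DMSO and 100% = no enzyme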
BoNT F protease = BoNT/F light chain protease inhibitors, primary screen, biochemical, flow cytometry, MLPCN library; Botulinum neurotoxin type F light chain protease (Clostridium botulinum); Multiplex microsphere protease cleavage assay; inhibition, % at 10 µM; hit rate 0.22% among 360,000; AID 588497, 2011; in the data active = inhibition above about 35%, passing the limit was not always enough; inconclusive = no clear call, values can overlap the other calls; note: plate controls were buffer without enzyme for full effect and enzyme alone for no effect
DUSP3 inh = VHR1 phosphatase inhibitors, primary screen, biochemical, absorbance, uHTS; Dual specificity protein phosphatase 3 (Homo sapiens), P51452; recombinant VHR phosphatase, pNPP absorbance; inhibition, % at 13.3 µM; hit rate 0.52% among 290,000; AID 1654, 2009; in the data active = inhibition above about 50%; note: some compounds called inactive have numbers as strong as hits
Target sequence (P51452 whole entry, looked up): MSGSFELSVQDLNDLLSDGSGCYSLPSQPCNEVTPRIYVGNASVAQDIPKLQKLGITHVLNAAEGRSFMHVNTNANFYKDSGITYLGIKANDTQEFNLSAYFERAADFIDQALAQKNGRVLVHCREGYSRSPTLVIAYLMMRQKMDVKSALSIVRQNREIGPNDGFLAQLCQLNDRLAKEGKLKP
Anthrax LF inh2 = Bacillus anthracis LF protease inhibitors, primary screen, biochemical, multiplex microsphere, MLPCN library; Lethal factor (Bacillus anthracis), P15917; multiplex microsphere protease cleavage assay; inhibition, % at 10 µM; hit rate 0.12% among 360,000; AID 588501, 2011; note: plate controls were buffer without enzyme for full effect and enzyme alone for no effect
Target sequence (P15917 whole entry, looked up): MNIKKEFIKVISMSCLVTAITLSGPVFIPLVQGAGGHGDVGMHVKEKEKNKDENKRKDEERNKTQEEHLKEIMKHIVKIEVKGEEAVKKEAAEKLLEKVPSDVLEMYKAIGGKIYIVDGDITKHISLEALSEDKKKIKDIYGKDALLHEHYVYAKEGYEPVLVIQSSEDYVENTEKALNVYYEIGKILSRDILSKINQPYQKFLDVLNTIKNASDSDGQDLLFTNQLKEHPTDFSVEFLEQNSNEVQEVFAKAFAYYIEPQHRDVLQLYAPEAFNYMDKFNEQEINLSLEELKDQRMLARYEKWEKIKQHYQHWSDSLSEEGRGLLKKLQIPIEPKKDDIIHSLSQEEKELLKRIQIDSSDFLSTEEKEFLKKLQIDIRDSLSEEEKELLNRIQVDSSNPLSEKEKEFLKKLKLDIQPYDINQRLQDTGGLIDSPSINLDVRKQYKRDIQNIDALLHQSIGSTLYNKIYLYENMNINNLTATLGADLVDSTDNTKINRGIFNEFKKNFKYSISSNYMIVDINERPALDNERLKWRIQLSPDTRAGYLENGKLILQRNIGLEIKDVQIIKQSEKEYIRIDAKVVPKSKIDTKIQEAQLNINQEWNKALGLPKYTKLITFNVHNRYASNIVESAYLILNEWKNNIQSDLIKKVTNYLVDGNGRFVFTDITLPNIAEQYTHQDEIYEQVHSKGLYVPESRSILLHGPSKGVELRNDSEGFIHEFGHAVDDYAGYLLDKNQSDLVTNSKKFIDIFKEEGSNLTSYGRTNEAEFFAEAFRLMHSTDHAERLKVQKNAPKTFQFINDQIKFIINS
CCHFV vOTU inh = CCHFV vOTU protease inhibitors, primary screen, biochemical, Pep-AMC substrate, fluorescence | Crimean-Congo hemorrhagic fever virus L polyprotein viral ovarian tumor (vOTU) protease … | inhibition, % at 11.5 µM | hit rate 0.55% among 370,000 | AID 651958, 2012; in the data active = inhibition above about 30%; note: 0% = vehicle wells with enzyme and 100% = no enzyme wells
PrPC surface inh = inhibitors of human cell surface prion protein PrPC, primary screen, cell-based, TR-FRET. Major prion protein (Homo sapiens), P04156. TR-FRET read-out. inhibition, % at 13.8 µM. hit rate 0.43% among 370,000. AID 720596, 2013; in the data active = inhibition above about 24%; note: 0% = median of the test wells and 100% = reference compound wells
MazEF act = activators of E. coli MazEF toxin-antitoxin RNase, primary screen, biochemical, fluorescence, uHTS; AID 504720, 2011; hit rate 0.32% among 350,000; activation, % at 20 µM; FAM/BHQ RNA-DNA oligo cleavage fluorescence, 5 h; in the data active = activation above about 50%
SSB-PriA inh = inhibitors of Klebsiella pneumoniae PriA binding to SSB C-terminal tail, primary screen, biochemical, AlphaScreen. PriA–SSB C-terminal tail interaction (Klebsiella pneumoniae). AlphaScreen SSBct-PriA binding, biotinylated peptide. inhibition, % at 33 µM. hit rate 0.6% among 430,000. AID 1272365, 2023; in the data active = inhibition mostly above about 37%, no sharp cut-off; inactive = mostly below about 20%;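 note: plate controls were negative control peptide for no effect and reference peptide for full effect; strong numbers were not always called active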
SARS 3CLpro inh = SARS-CoV 3CLpro protease inhibitors, primary screen, biochemical, quenched FRET. hit rate 0.14% among 290,000. AID 1706, 2009. inhibition, % at 6 µM. recombinant SARS-CoV 3CLpro, quenched FRET peptide cleavage; in the data active = inhibition above about 12%
BoNT A protease = BoNT/A light chain protease inhibitors, primary screen, biochemical, flow cytometry, MLPCN library. Botulinum neurotoxin type A light chain protease (Clostridium botulinum A str. ATCC 3502). multiplex microsphere protease substrate cleavage. inhibition, % at 10 µM. hit rate 0.17% among 360,000; note: plate controls were buffer without enzyme for full effect and enzyme alone for no effect
The depositor's hits bear a star; ? = inconclusive; nt = not tested or not shown; & = joins results of further samples. Cut-off read from the data, not from the text of the source, unless noted: active = inhibition above about 30%; inconclusive = no clear call, values can overlap the other calls; inactive = below that. The list is partial; count on the stated rates, not on these rows.

SMILES	Rv3671c inh	BoNT F protease	DUSP3 inh	Anthrax LF inh2	CCHFV vOTU inh	PrPC surface inh	MazEF act	SSB-PriA inh	SARS 3CLpro inh	BoNT A protease
CCOC(=O)c1ccc(NC(=O)CSc2nnc(CCc3ccc(C)o3)n2-c2ccccc2)cc1	-14	-2	6	-1	4	7	-5	-2	0	0.8
COc1cccc(NC(C)(C)c2nnnn2-c2c(C)cccc2C)c1	2	?	16	-7	3	-3	13	4	-6	1.4
CCN1CCN(C(CNS(=O)(=O)c2ccc(C)cc2)c2cccnc2)CC1 (centres undefined)	2	-1	51*	-2	10	-7	-2	-2	2	-0.6
Cc1ccccc1C(=O)N1CCCC(N2CCN(Cc3ccc4c(c3)OCO4)CC2)C1 (centres undefined)	4	-7	30	2	-4	3	-1	-2	0	-3.8
O=C(c1[nH]c(C(F)(F)F)nc1-c1ccccc1)N1CCN(c2c(Cl)cncc2Cl)CC1	nt	-3	nt	5	12	-7	nt	nt	nt	1.2
C=C(C)[C@@H]1CCC2(C(=O)O)CC[C@]3(C)[C@H](CC[C@@H]4[C@@]5(C)CCC(=O)C(C)(C)[C@@H]5CC[C@]43C)[C@@H]12 (some centres undefined)	-12	-7	-18	0	0	4	-4	-14	-3	-0.7
Cc1ccc(C(C)C)c(OCc2ccc(-c3nnco3)cc2)c1	-4	?	-1	-2	9	3	-4	-18	-1	0.7
COc1ccccc1NC(=S)N1CC(C)OC(C)C1 (centres undefined)	-3	-4	9	0	19	4	1	9	4	0.5
CN(C(=O)c1ccnn1C)C1CCCN(Cc2ccccc2F)C1 (centres undefined)	nt	-6	28	-1	-4	-5	1	4	-1	-1.4
Cc1nc2ccc(Cl)cc2c(-c2ccccc2)c1C(=O)N(C)C	7	0	5	12	-3	-14	0	-6	1	0.0
O=C(NC(c1ccc(F)cc1)c1ccc2ccccc2n1)C1CCN(CCOc2ccc(Cl)cc2Cl)CC1 (centres undefined)	nt	-6	nt	-3	10	-18	nt	nt	nt	0.4
C/C=C/c1ccc(OCC(O)CN2CCCCC2CC)c(OC)c1 (centres undefined)	0	-6	23	-2	-7	3	8	0	0	-2.0
COc1cccc(CNC(=O)COC(=O)c2cccc(S(=O)(=O)N3CCCC3)c2)c1	nt	-14	nt	-2	-1	9	4	-14	nt	-0.5
Cc1ccc2nc(/C(C#N)=C/c3ccc(O)c(O)c3)[nH]c2c1	-14	nt	8	nt	13	-15	-84	-13	-8	nt
O=C(N=Nc1c(O)[nH]c2ccc(F)cc12)C1COc2ccccc2O1 (centres undefined)	5	-11	17	-5	-5	5	2	-1	1	-1.2
Nc1cc(Cl)ccc1C(=O)OCC(=O)N1CCCCCC1	5	4	nt	5	-55	0	-1	-6	nt	0.5
O=C(COC(=O)CCC(=O)c1ccc(Cl)cc1)NCc1ccc(F)cc1	5	1	nt	1	6	2	-4	-5	nt	0.2
CCOC(=O)c1c(C)nc(C)c(C(=O)OCC)c1-c1ccco1	1	?	-18	-21	-3	1	10	-4	-2	-1.7
O=C(C1CC1)N1c2ccccc2Sc2ccccc21	nt	5	22	-2	-10	3	1	-26	4	-5.5
CC(Oc1ccc2ccccc2c1)C(=O)NNC(=O)Nc1ccccc1 (centres undefined)	nt	0	8	1	20	-8	-6	-8	1	1.6
COC(=O)c1cc(Cl)c(NC(=O)C(C)C)cc1OC	3	2	8	-5	-4	-4	8	4&14	-4	-0.3
COc1ccccc1CNC(=O)CSc1ccc(-c2cccs2)nn1	6	-1	-5	-3	8	-2	1	2	1	1.3
O=C1C(=O)N(O)C2CCCCC2N1O (centres undefined)	2	-4	-2	-1	4	4	-8	1	0	-0.9
Cc1nc2c(-c3ccc(F)cc3)c(C)nn2c(C)c1CCC(=O)Nc1ccccc1F	-1	0	19	-4	-13	6	-95	-15	4	0.2
Cc1ncc(C[n+]2csc(CCOC(=O)CC34CC5CC(CC(C5)C3)C4)c2C)c(N)n1	-3	-13	5	-2	-1	-1	1	-2	-4	-0.6
SMILES	Rv3671c inh	BoNT F protease	DUSP3 inh	Anthrax LF inh2	CCHFV vOTU inh	PrPC surface inh	MazEF act	SSB-PriA inh	SARS 3CLpro inh	BoNT A protease
O=C(c1cccc(S(=O)(=O)N2CCN(c3ccc(F)cc3)CC2)c1)N1CCCC1	-3	-14	nt	-4	9	5	-16	2	nt	-1.1
CCc1cccc(CC)c1N1C(=O)CSCC1=O	nt	-5	nt	-7	4	-3	0	nt	nt	-0.5
COc1ccccc1C(=O)/C=C/c1ccc(N2CCCCC2)c([N+](=O)[O-])c1	3	-10	10	-5	-10	-8	-2	5	5	-1.3
Cc1nc2ccccn2c1C(=O)OCC#N	5	-4	26	6	5	-5	-2	-18	2	-1.2
CCOc1ccc(N(CC(=O)NC2CCCC2)S(=O)(=O)c2c(C)noc2C)cc1	3	-7	13	-14	nt	nt	-3	-4	-2	-0.8
O=C(c1ccc(C(F)(F)F)cc1)n1ccc(-c2cccs2)n1	5	?	14	6	2	-3	-16	-10	4	?
O=C(NCCc1ccccc1)c1cnn2c(C(F)F)cc(C3CC3)nc12	0	-7	4	-1	22	7	0	-10	1	-0.7
Cc1cccc(N2CC(C(=O)NCCC3=CCCCC3)CC2=O)c1C (centres undefined)	6	4	nt	-2	-2	6	0	24	nt	3.0
C=CCc1ccccc1OCCCCN1CCCC1	2	-6	-1	-3	13	-7	5	-6	2	-0.2
C=CC[C@@H](CC(=O)N[C@@H](CO)Cc1ccccc1)C(=O)N[C@H](COC(=O)[C@@H](CC=C)Cc1ccc(F)cc1)Cc1ccccc1	-7	-5	nt	-1	-1	-3	0	5	nt	-0.3
CCN(CC)CCCC(C)N=C(c1ccccc1)c1c(O)n(C)c(=O)n(C)c1=O (centres undefined)	6	-6	26	-1	6	-2	-9	10	-1	0.0
Cc1cccc(NC(=O)CCc2c(C)nn(-c3ccc(N4CCOCC4)nn3)c2C)c1	-3	-6	13	1	8	0	9	-7	-5	-0.6
Cc1ccc(F)c([C@H]2C3C=CCC(c4ccccc4)C3C(=O)N2Cc2ccccc2)c1 (some centres undefined)	2	-1	4	-3	10	6	-10	0	nt	0.3
Cn1c(Cn2c(=O)sc3ccccc32)nnc1SCC(=O)NCc1ccc(F)cc1	2	-9	35	-12	0	-2	-1	-6	-2	-1.0
O=C(Cc1c(F)cccc1Cl)N1CCN(C(=O)c2ccco2)CC1	-5	-6	-2	-2	-8	3	7	-8	-1	-1.3
CC(C)O/C(=N/S(=O)(=O)c1ccc(Cl)cc1)c1ccccc1	nt	0	nt	-2	-1	-1	0	nt	nt	-0.1
N#CCSc1nc2ccccc2c(=O)n1CCC(=O)NCCc1ccccc1	0	3	32	-4	-11	-4	-4	-19	2	3.7
CN(C(=O)c1ccc(-c2ccccc2)cc1)C1CCCCC1	5	-13	nt	2	1	-6	2	1	nt	-1.7
CCNC(=O)CSc1nnc(-c2cccc(S(=O)(=O)N3CCOCC3)c2)o1	nt	nt	nt	nt	-5	-8	3	-2	nt	nt
COc1cc(Cl)c(C)cc1NC(=O)COc1cc(C)nc(C(C)C)n1	5	22	21	11	-11	-7	5	-7	0	1.6
CCC(C)(C(=O)NC1CCCCC1)N(C(=O)C1CCC(=O)N1)c1ccccc1 (centres undefined)	-5	-3	10	8	11	0	4	-21	-5	-1.2
O=[N+]([O-])c1ccc(-c2csc(Nc3ccccc3)[n+]2Cc2ccccc2)cc1	1	16	-28	14	-17	0	3	24	-4	21
Cc1cc(SCC(=O)OCC(=O)N(C)C2CCS(=O)(=O)C2)c(C)cc1Br (centres undefined)	15	8	nt	-4	1	-4	2	1	nt	-0.8
CCOc1ccc(N(C(=O)c2cc3ccccc3oc2=O)C2C=CS(=O)(=O)C2)cc1 (centres undefined)	5	0	10	-4	-8	-7	-1	-6	1	0.5
CCOC(=O)[C@]12CCC=C1N(Cc1ccc3c(c1)OCO3)C(=O)[C@H](CC(=O)NCc1ccc(C)o1)C2	nt	1	nt	6	-5	5	nt	nt	nt	0.1
SMILES	Rv3671c inh	BoNT F protease	DUSP3 inh	Anthrax LF inh2	CCHFV vOTU inh	PrPC surface inh	MazEF act	SSB-PriA inh	SARS 3CLpro inh	BoNT A protease
Oc1ccc(Cl)cc1C=Nc1ccc2c3c(cccc13)CC2	-15	2	0	6	-57	7	9	-7	3	10
O=C1C2C3C=CC(C4CC34)C2C(=O)N1Cc1ccco1 (centres undefined)	6	6	-4	1	-6	-6	0	-13	0	0.0
COc1cc(NC(=O)c2cc3nc(C)cc(C)n3n2)c(OC)cc1Cl	1	-5	13	-2	-1	-1	2	4	0	0.2
O=C(C1CCN(S(=O)(=O)c2cccc3cccnc23)CC1)N1CCN(Cc2ccccc2)CC1	-2	-11	nt	-11	4	-9	6	-14	nt	-0.7
CCn1c(SCC(=O)Nc2cccc(C)c2)nc2ccccc2c1=O	-2	-6	2	0	4	2	0	10	4	-3.6
COc1ccc(NC(=O)CN2C(=O)NC(C)(C3CC3)C2=O)c(OC)c1 (centres undefined)	2	-8	nt	-9	0	-5	2	4	nt	0.4
COc1ccc(NC2=Nc3ccccc3CC2)cc1	-7	3	13	0	-1	6	0	-8	6	1.0
CCCCC1NC(C(=O)O)CS1 (centres undefined)	4	-16	4	-5	-12	-5	-2	9	-5	-0.3
COC(=O)C(CC(C)C)NC(=O)c1ccc(F)cc1 (centres undefined)	6	-10	36	-5	-6	1	2	-17	-2	-1.0
COc1cc(/C=N/NC2=NS(=O)(=O)c3ccccc32)ccc1OC(C)=O	7	-5	10	12	8	3	-9	nt	4	-1.2
Cc1ccc(N(C)S(=O)(=O)c2c(C)noc2/C=C/N(C)C)cc1	-16	1	4	2	13	-1	-3	-3	-1	1.5
CC1(C(=O)NS(=O)(=O)c2cccc(OC(F)F)c2)CCN1C(=O)COc1ccc(Cl)cc1 (centres undefined)	nt	-6	nt	2	2	2	nt	nt	nt	-0.8
Cc1ccc(S(=O)(=O)N2CCc3cc4c(cc3C2C)OCCCO4)cc1 (centres undefined)	-1	0	-14	-1	17	-1	-1	-24	5	-0.1
COc1ccc(NC(=O)CSc2nnnn2-c2ccc(F)cc2)cc1	2	-1	-2	4	-11	3	7	-14	-2	-3.4
Cc1cccc(OCc2n[nH]c(=S)n2Cc2ccccc2)c1	-2	0	14	-3	-10	6	0	2	-1	-0.5
CCOC(=O)C1CCCN(C(=O)c2sc(-c3ccccc3)nc2C)CC1 (centres undefined)	nt	-3	nt	-4	1	-6	nt	nt	nt	-0.2
Cc1cc(C)n2cc(CSc3ccc(Br)cc3)nc2n1	3	-2	5	-3	6	10	5	-9	2	0.8

In the list so far, these contain a nitro group on carbon.
SMILES	Rv3671c inh	BoNT F protease	DUSP3 inh	Anthrax LF inh2	CCHFV vOTU inh	PrPC surface inh	MazEF act	SSB-PriA inh	SARS 3CLpro inh	BoNT A protease
COc1ccccc1C(=O)/C=C/c1ccc(N2CCCCC2)c([N+](=O)[O-])c1	3	-10	10	-5	-10	-8	-2	5	5	-1.3
O=[N+]([O-])c1ccc(-c2csc(Nc3ccccc3)[n+]2Cc2ccccc2)cc1	1	16	-28	14	-17	0	3	24	-4	21
